# Source: PubChem
# DSG3 Ab inh: inhibitors of pemphigus antibody binding to DSG3, primary screen, biochemical, bead-based, flow cytometry, scFv-GFP; binding (percent of control), % at 10 µM; actives 0.48% (n = 310,000); Desmoglein-3 (Homo sapiens), P32926; DSG3-coupled beads, scFv-anti-DSG3-GFP binding; active compounds read low;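 active = binding more than 3 SD below its plate's average and above zero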;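 also: hits lower antibody fragment binding to DSG3; some compounds called inactive have numbers as strong as hits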
# V-ATPase pHluor: regulators of yeast V-ATPase proton pumping, primary screen, pHLuorin cytosolic pH fluorescence | response, % at 10 µM | S. cerevisiae | actives 0.37% (n = 350,000) | AID 504577, 2011; in the data active = response mostly above about 7.3%, no sharp cut-off; inactive = mostly below about 5.4%; also: actives read high; inactives centre near 0; some compounds called inactive have numbers as strong as hits; reference of the scale not given here
# NSD2 HMT inh: NSD2 histone methyltransferase inhibitors, primary screen, biochemical, AlphaScreen, single concentration, set 2 | inhibition, % at 12.5 µM | Histone-lysine N-methyltransferase NSD2 (Homo sapiens), O96028 | NSD2 peptide methylation, 120 min | actives 0.54% (n = 310,000) | AID 743445, 2014; in the data active = inhibition above about 50%
# DAGLB inhibitor: DAGLB lipase inhibitors, primary screen, biochemical, fluorescence, HTS; inhibition, % at 5.17 µM; actives 0.059% (n = 340,000); HEK293T DAGLB membrane lysate, EnzChek fluorogenic substrate; Diacylglycerol lipase-beta (Homo sapiens), Q8NCG7; in the data active = inhibition above about 34%;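 also: 0% = enzyme with vehicle and 100% = wells lacking enzyme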
# Numbers without * were called inactive; · = not tested or not shown. The list is partial (hit frequency here may not be typical).
1. NC(Cc1ccc(N(CCCl)CCCl)cc1)C(=O)O (stereo not given)
2. CC1=CC(=C2C(=O)NC(=S)NC2=O)C=C(C(F)(F)F)N1CCc1ccccc1
3. C[C@]12CCC3C(CC[C@H]4C[C@@H](O)CC[C@]34C)C1C[C@@H](Br)[C@H]2O (stereo not given in full)
4. NC(Cc1ccc(Cl)cc1)c1csc(Nc2cnccn2)n1 (stereo not given)
5. O=c1[nH]cc(N(CCCl)CCCl)c(=O)[nH]1
6. N/C(=N\[N+](=O)[O-])N1CCN(C(=O)c2ccccc2)CC1
7. CCCCN1CCN(C(=O)COc2cc(=O)n(C)c3ccccc23)CC1
8. c1ccc2nc(OCCN3CC3)ccc2c1
9. O=C1NC(=O)C2(Cc3ccccc3N3CCCC32)C(=O)N1c1ccc(Cl)cc1 (stereo not given)
10. COC1CC2C=C(C)C=CC=CC(=O)NC(c3ccccc3)CC=CCCC(O)CC(=O)C2=C1O (stereo not given)
compound no.	1	2	3	4	5	6	7	8	9	10
DSG3 Ab inh	·	·	·	·	·	·	·	·	·	·
V-ATPase pHluor	·	·	·	·	·	·	·	·	·	·
NSD2 HMT inh	26	3	3	2	6	-1	8	9	9	1
DAGLB inhibitor	·	·	·	·	·	·	·	·	·	·

# An excerpt from above in order of length of the SMILES, largest number first:
10. COC1CC2C=C(C)C=CC=CC(=O)NC(c3ccccc3)CC=CCCC(O)CC(=O)C2=C1O (stereo not given)
5. O=c1[nH]cc(N(CCCl)CCCl)c(=O)[nH]1
1. NC(Cc1ccc(N(CCCl)CCCl)cc1)C(=O)O (stereo not given)
compound no.	10	5	1
DSG3 Ab inh	·	·	·
V-ATPase pHluor	·	·	·
NSD2 HMT inh	1	6	26
DAGLB inhibitor	·	·	·

# Next results:
11. CCOP(=S)(OCC)Oc1ccc2c(C)c(Cl)c(=O)oc2c1
12. CC(c1ccccc1)n1cc(C(=O)NC2CCCC2)nn1 (stereo not given)
13. Cc1cc(OCCN2CC2)c2ccccc2n1
14. Nc1c(Br)cc2c3c(cccc13)-c1ccccc1-2
15. O=C1NC(=O)C(=Cc2ccc(Cl)cc2)C(=O)N1
16. CCC1(CCC(C)C)C(=O)NC(=O)N(c2ccccc2)C1=O (stereo not given)
17. O=[N+]([O-])c1nccn1CC(O)CN1CC1 (stereo not given)
18. CCN1CCN(Cc2cc(C(C)(C)C)c(O)c(C(C)(C)C)c2)CC1
19. CC(=O)OC1C(O)C2=C3C4(C)C1C(C)(C)C(=O)CC4C3(O)C(OC(C)=O)C1(CC1C)C2=O (stereo not given)
20. CCC1(c2ccc(C)cc2)C(=O)NC(=S)NC1=O
compound no.	11	12	13	14	15	16	17	18	19	20
DSG3 Ab inh	·	·	·	·	·	·	·	·	·	·
V-ATPase pHluor	·	·	·	·	·	·	·	·	·	·
NSD2 HMT inh	-12	-3	0	15	0	0	-1	7	-1	-1
DAGLB inhibitor	·	·	·	·	·	·	·	·	·	·

# Taken from above.
# Value of entry 14 under NSD2 HMT inh: 15
# Value of entry 18 under NSD2 HMT inh: 7

# Following part
21. NC(Cc1ccccc1)c1csc(Nc2ccccn2)n1 (stereo not given)
22. Cc1ccc(-n2c(/C=C/c3ccc4c(c3)OCO4)nc3ccccc3c2=O)cc1
23. O=C(NCCN1CCC2(CC1)C(=O)NCN2c1ccccc1)c1cccnc1Cl
24. O=C(CN1C(=O)CN=C(c2ccccc2)c2cc(Cl)ccc21)NC1CCCCC1
25. COC(=O)Cn1cc(C=C2C(=O)N(C)C(=O)N(C)C2=O)c2ccccc21
26. Cc1sc(-n2c(C)cc(C=C3C(=O)NC(=O)NC3=O)c2C)c(C#N)c1C
27. O=C(c1ccco1)N1Cc2ccccc2-n2nncc2C1
28. O=S(=O)(c1ccc(Cl)cc1)N1Cc2ccccc2-n2nncc2C1
29. CS(=O)(=O)c1ccc(C2=C(CNC(=O)c3cccs3)[C@H]3CC[C@@H](C2)N3CCOc2ccccc2)cc1
30. CCOC(=O)c1cccc(C2=C(CNC(=O)c3cccnc3)[C@H]3CC[C@@H](C2)N3Cc2ccccc2)c1
compound no.	21	22	23	24	25	26	27	28	29	30
DSG3 Ab inh	·	·	·	·	·	·	·	·	·	·
V-ATPase pHluor	·	·	·	·	·	·	-1	1	-1	-1
NSD2 HMT inh	-1	0	-4	1	9	3	·	·	·	·
DAGLB inhibitor	·	·	·	·	·	·	-2	1	-2	-1

# Along the list, as entered above.
# NSD2 HMT inh, compounds 15 to 19 → 0, 0, -1, 7, -1

# Next results
31. CC(=O)Nc1ccc(S(=O)(=O)N2Cc3ccccc3-n3nncc3C2)cc1
32. C[C@H]1CN([C@@H](C)CO)C(=O)CCCn2nncc2CO[C@H]1CN(C)C(=O)Oc1ccc2ccccc2c1
33. O=S(=O)(c1cccc2ccccc12)N1Cc2ccccc2-n2nncc2C1
34. COc1ccc(NC(=O)N2Cc3ccccc3-n3nncc3C2)cc1
35. CN1OC[C@@H]2CN[C@H](c3ccc(Br)cc3)C[C@@H]21
36. CS(=O)(=O)c1ccc(C2=C(CNC(=O)c3cccs3)[C@H]3CC[C@@H](C2)N3Cc2ccco2)cc1
37. CS(=O)(=O)c1ccc(C2=C(CNC(=O)c3nccs3)[C@H]3CC[C@@H](C2)N3CCOc2ccccc2)cc1
38. Cc1ccc([C@@H]2C[C@H]3[C@@H](CN2S(=O)(=O)c2ccc(Cl)cc2)C(=O)C[C@@H](c2ccccc2F)N3S(=O)(=O)c2ccc(C)cc2)cc1
39. COC(=O)C1=C(c2ccc(OCc3ccccc3)c(F)c2)C[C@@H]2CC[C@H]1N2C
40. CS(=O)(=O)c1ccc(C2=C(CNC(=O)c3cccnc3)[C@H]3CC[C@@H](C2)N3Cc2ccco2)cc1
compound no.	31	32	33	34	35	36	37	38	39	40
DSG3 Ab inh	·	·	·	·	·	·	105	99	110	108
V-ATPase pHluor	-2	2	-3	2	-2	0	0	-2	-1	0
NSD2 HMT inh	·	·	·	·	·	·	·	·	·	·
DAGLB inhibitor	-1	0	-1	-1	1	0	-4	-29	4	4

41. c1ccc(N2Cc3ccccc3-n3nncc3C2)nc1
42. CCOC(=O)c1cccc(C2=C(CNC(=O)c3ocnc3C)[C@H]3CC[C@@H](C2)N3Cc2ccccc2)c1
43. COc1ccc(OC(=O)N(C)C[C@@H]2OCc3cnnn3CCCC(=O)N([C@@H](C)CO)C[C@@H]2C)cc1
44. CCOC(=O)CC1c2ccccc2-n2nncc2CN1CC1CCCCC1 (stereo not given)
45. O=C(NCC1=C(c2cccc3ccccc23)C[C@@H]2CC[C@H]1N2Cc1ccco1)c1ccc([N+](=O)[O-])cc1
46. C=CCNC(=S)N1Cc2ccccc2-n2nncc2C1
47. CS(=O)(=O)c1ccc(C2=C(CNC(=O)c3ccc([N+](=O)[O-])cc3)[C@H]3CC[C@@H](C2)N3Cc2ccccc2)cc1
48. N#Cc1ccc(NC(=S)N2Cc3ccccc3-n3nncc3C2)cc1
49. Cc1ccc2n1Cc1cnnn1-c1ccccc1-2
50. C[C@@H]1CN([C@H](C)CO)C(=O)CCCn2nncc2CO[C@H]1CN(C)C(=O)Oc1ccccc1
compound no.	41	42	43	44	45	46	47	48	49	50
DSG3 Ab inh	104	111	92	99	101	98	113	98	96	102
V-ATPase pHluor	2	-6	1	-2	-1	-3	0	2	1	-2
NSD2 HMT inh	·	·	·	·	·	·	·	·	·	·
DAGLB inhibitor	1	1	2	-6	1	-1	-1	-2	1	-4

# 13 compounds already listed, sorted by length of the SMILES, highest first.
45. O=C(NCC1=C(c2cccc3ccccc23)C[C@@H]2CC[C@H]1N2Cc1ccco1)c1ccc([N+](=O)[O-])cc1
37. CS(=O)(=O)c1ccc(C2=C(CNC(=O)c3nccs3)[C@H]3CC[C@@H](C2)N3CCOc2ccccc2)cc1
42. CCOC(=O)c1cccc(C2=C(CNC(=O)c3ocnc3C)[C@H]3CC[C@@H](C2)N3Cc2ccccc2)c1
3. C[C@]12CCC3C(CC[C@H]4C[C@@H](O)CC[C@]34C)C1C[C@@H](Br)[C@H]2O (stereo not given in full)
10. COC1CC2C=C(C)C=CC=CC(=O)NC(c3ccccc3)CC=CCCC(O)CC(=O)C2=C1O (stereo not given)
39. COC(=O)C1=C(c2ccc(OCc3ccccc3)c(F)c2)C[C@@H]2CC[C@H]1N2C
25. COC(=O)Cn1cc(C=C2C(=O)N(C)C(=O)N(C)C2=O)c2ccccc21
4. NC(Cc1ccc(Cl)cc1)c1csc(Nc2cnccn2)n1 (stereo not given)
12. CC(c1ccccc1)n1cc(C(=O)NC2CCCC2)nn1 (stereo not given)
14. Nc1c(Br)cc2c3c(cccc13)-c1ccccc1-2
46. C=CCNC(=S)N1Cc2ccccc2-n2nncc2C1
13. Cc1cc(OCCN2CC2)c2ccccc2n1
compound no.	45	37	42	3	10	39	25	4	12	14	46	13
DSG3 Ab inh	101	105	111	·	·	110	·	·	·	·	98	·
V-ATPase pHluor	-1	0	-6	·	·	-1	·	·	·	·	-3	·
NSD2 HMT inh	·	·	·	3	1	·	9	2	-3	15	·	0
DAGLB inhibitor	1	-4	1	·	·	4	·	·	·	·	-1	·

8. c1ccc2nc(OCCN3CC3)ccc2c1
compound no.	8
DSG3 Ab inh	·
V-ATPase pHluor	·
NSD2 HMT inh	9
DAGLB inhibitor	·

# The listing continues.
51. CC(=O)NCC1=C(c2cccc3ccccc23)C[C@@H]2CC[C@H]1N2Cc1ccco1
52. C[C@@H]1CN([C@@H](C)CO)C(=O)CCCn2nncc2CO[C@H]1CN(C)C(=O)Oc1ccc2ccccc2c1
53. COc1ccccc1CN1CCNCC1
54. Nc1cc(C(=O)Nc2ccccc2F)ccc1N1CC2CC(C1)c1cccc(=O)n1C2 (stereo not given)
compound no.	51	52	53	54
DSG3 Ab inh	103	103	98	92
V-ATPase pHluor	-1	-1	·	·
NSD2 HMT inh	·	·	-1	-2
DAGLB inhibitor	-2	-1	2	0
